# High-throughput results as filed in PubChem.
# RAM network inh = blocks the yeast RAM network | inhibition, % at 50 µM | AID 868 | S. cerevisiae dse1pr::URA3 reporter, 5-FOA growth OD615, 2 d; analog-sensitive cbk1-as2 kinase mutant strain | 1.8% of 190,000 active;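 active = inhibition above a set limit, 3 SD over mean compound inhibition, cut at about 8.4% in these data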;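 note: 0% = DMSO-only wells with no growth and 100% = 10 µM 1-NA-PP1 full growth; inhibition rescues growth on 5-FOA so higher OD means more RAM inhibition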
# Efa HMGR inh = inhibitors of class II HMG-CoA reductase from Enterococcus faecalis; purified E. faecalis HMGR, NADPH absorbance 340 nm kinetic; 0.41% of 190,000 active; inhibition, % at 10 µM;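 active = inhibition above a set limit, the median over all tested compounds plus 3 SD, cut at about 9.5% in these data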;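 note: enzyme runs in reverse so mevalonate oxidation gives rising NADPH absorbance; 0% = complete reaction with DMSO and 100% = background rate lacking mevalonate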
# ROMK mod = modulators of human ROMK potassium channel; Tet-inducible ROMK, thallium flux fluorescence; actives lie on both sides; B-score at 10 µM; 2% of 130,000 active; AID 1918;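 active = signal ratio slope over the read window, or its plate-corrected B-score, at least 3 SD from the plate mean, either direction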;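 note: B-score of the F/F0 ratio slope over 7 to 12 s after thallium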
# Target sequence (P48048 whole entry, looked up): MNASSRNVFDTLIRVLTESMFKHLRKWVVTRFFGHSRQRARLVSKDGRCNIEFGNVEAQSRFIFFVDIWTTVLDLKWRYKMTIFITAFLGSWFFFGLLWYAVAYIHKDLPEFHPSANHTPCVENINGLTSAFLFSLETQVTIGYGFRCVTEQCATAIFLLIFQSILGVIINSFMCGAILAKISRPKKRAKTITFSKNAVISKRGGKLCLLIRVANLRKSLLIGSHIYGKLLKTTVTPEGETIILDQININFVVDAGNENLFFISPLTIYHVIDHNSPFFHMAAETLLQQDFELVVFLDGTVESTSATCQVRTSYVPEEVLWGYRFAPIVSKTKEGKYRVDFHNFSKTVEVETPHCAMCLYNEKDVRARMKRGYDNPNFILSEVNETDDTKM
# S1P3 antagonist = blocks the human S1P3 receptor; CHO S1P3 NFAT-BLA reporter, FRET fluorescence, antagonist mode; 0.27% of 170,000 active; inhibition, % at 4.98 µM;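 active = inhibition above the plate cutoff, the mean inhibition of test wells on that plate plus 3 SD, cut at about 28% in these data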;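 note: cells challenged with S1P at its EC80 of 0.8 µM; blue over green emission ratio from cleaved BLA substrate after 4 h stimulation; 0% = S1P-stimulated wells and 100% = unstimulated DMSO-only wells; some compounds past the cut are filed as inactive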
# DTT redox prof = compounds producing H2O2 with reducing agent – biochemical, NIH compound library profiling, artefact control for MLSCN library redox annotation, primary screen; DTT-dependent redox cycling H2O2, phenol red/HRP absorbance; 100% = 100 µM peroxide control, 0% = buffer; activation, % at 10 µM; 0.03% of 200,000 active;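 active = activation of at least 50% relative to the plate's high and low controls in the primary single-dose screen; inactive = activation below 50%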;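 note: compound incubated with DTT at 0.8 mM final as the reducing agent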
# PPARg SRC-1 ag = promotes SRC-1 coactivator recruitment by human PPARgamma. activation, % at 8 µM. P37231. PPARgamma-SRC-1 coactivator recruitment biochemical assay. 0.41% of 200,000 active. AID 631; in the data active = activation above about 19%;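 note: 0% = DMSO and 100% = reference agonist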
# Target sequence (P37231 whole entry, looked up): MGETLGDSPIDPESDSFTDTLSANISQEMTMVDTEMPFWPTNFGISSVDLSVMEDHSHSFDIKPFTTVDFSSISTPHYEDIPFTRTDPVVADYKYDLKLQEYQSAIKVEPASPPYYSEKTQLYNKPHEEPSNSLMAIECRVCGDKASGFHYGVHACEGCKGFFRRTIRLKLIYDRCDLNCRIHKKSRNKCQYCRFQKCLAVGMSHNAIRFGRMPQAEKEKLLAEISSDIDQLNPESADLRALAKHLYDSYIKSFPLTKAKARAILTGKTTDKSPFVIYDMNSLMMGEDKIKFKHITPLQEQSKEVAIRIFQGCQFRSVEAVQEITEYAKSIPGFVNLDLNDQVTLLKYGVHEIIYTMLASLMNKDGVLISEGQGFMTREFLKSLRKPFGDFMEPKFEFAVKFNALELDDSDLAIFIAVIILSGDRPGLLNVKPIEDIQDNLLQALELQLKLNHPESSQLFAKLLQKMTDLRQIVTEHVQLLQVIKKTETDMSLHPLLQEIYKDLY
# PPARg SRC-2 ag = PPARgamma-driven SRC-2 recruitment agonism; 0.34% of 200,000 active; activation, % at 8 µM; PPARgamma LBD-SRC-2 recruitment, biochemical; P37231; in the data active = activation above about 22%;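 note: 0% = vehicle and 100% = reference agonist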
# bIAP inh = blocks bovine intestinal alkaline phosphatase activity; purified bovine IAP, CDP-star luminescence, 30 min; inhibition, % at 20 µM; 190,000 tested, under 10 active;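 active = over 50% inhibition of intestinal alkaline phosphatase at 20 µM in the single-dose screen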
#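 Assay system – bovine IAP enzyme · Quantity – bovine IAP at 1/65,000,000 final dilution · Detection – CDP-star luminescence signal · Times – 30 min reaction at room temperature · Also added – CDP-star substrate at 30 µM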
# PPARg SRC-3 ag = PPARgamma-driven SRC-3 recruitment agonism | biochemical PPARgamma/SRC-3 coactivator recruitment assay | activation, % at 8 µM | 0.26% of 200,000 active | AID 731; in the data active = activation above about 23%;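 note: 0% = DMSO and 100% = reference agonist; some compounds past the cut are filed as inactive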
# Lmaj promast = reduces viability of Leishmania major promastigotes | resazurin fluorescence viability | inhibition, % at 10 µM | 9% of 200,000 active; in the data active = inhibition above about 50%;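 note: promastigotes grown with compound for 44 hours at 28 °C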
# SRC2 TRFRET art = flags TR-FRET format artefacts in PPARgamma SRC-2 recruitment agonist screen. TR-FRET ratio at 8 µM. TR-FRET artefact counter-screen; hits give high values. 0.4% of 200,000 active. AID 1049; in the data active = TR-FRET ratio above about 2000; note: inactives centre near 1500; reference of the scale not given here
# Numbers without * were called inactive; . = no result given.
Molecule	RAM network inh	Efa HMGR inh	ROMK mod	S1P3 antagonist	DTT redox prof	PPARg SRC-1 ag	PPARg SRC-2 ag	bIAP inh	PPARg SRC-3 ag	Lmaj promast	SRC2 TRFRET art
Cc1cc(C(=O)CN2C(=O)NC3(CCCc4ccccc43)C2=O)c(C)n1C (centres undefined)	1.1	4	-0.11	.	0.3	1	-1	-6	4	7	1422
Fc1cccc(Cc2noc(CN3CCSCC3)n2)c1	1.6	-10	0.97	-18	6.6	16	5	-15	-1	-5	1727
CCc1[nH]c(=O)c(C#N)c2c1COC(C)(C)C2	1.1	3	.	.	-14	3	1	4	-9	-5	1422
CNC(=S)N/N=C/c1cc(Br)cc(Br)c1O	1.5	0	0.7	-7	0.7	2	2	16	3	-7	1670
CCCCN(Cc1cc2cc(OC)ccc2[nH]c1=O)C(=O)c1ccccn1	1.4	-2	.	-85	2.2	-5	0	-10	-14	9	1682
CCN(CC(=O)NCc1cccs1)c1ccc(S(=O)(=O)N2CCOCC2)cn1	-0.7	-6	.	9	0.0	0	3	6	7	-6	1491
CCOc1ccccc1N(C(=O)c1ccco1)C(C(=O)NC1CCCC1)c1cccnc1 (centres undefined)	-1.0	0	.	-7	2.3	14	3	-2	7	-1	1583
O=C(CNS(=O)(=O)c1ccccc1)Nc1ccc2c(c1)OCO2	1.2	-2	-0.14	-3	-0.2	0	3	-22	-3	-3	1749
c1ccc(CCn2nnnc2CN2CCc3ccccc32)cc1	0.8	-2	-1.6	-1	0.2	8	2	5	1	2	1450
CC1(C)Oc2ccc(C(=O)NC3CCCC3)cc2N(CC(=O)NC2CCCC2)C1=O	0.6	-1	0.26	.	-0.2	0	0	-3	8	-9	1681
C=CCc1cccc(CNc2c(C)cc(C)cc2C)c1O	0.8	4	0.67	-7	0.4	0	-4	15	4	-4	1486
CCOc1cc2[nH]c(=O)n(CCC(=O)N3CCN(c4ccccc4OC)CC3)c(=O)c2cc1OCC	0.8	0	0.17	-19	-0.2	12	2	2	0	-3	1571
COC(=O)c1ccc(-n2c(C)cc(C(=O)COC(=O)CC3Sc4ccccc4NC3=O)c2C)cc1 (centres undefined)	8.8*	2	-0.084	0	-0.1	6	7	31	3	65*	1605
CCN(CCCNC(=O)CN(C)S(=O)(=O)c1ccc2c(c1)CCC(=O)N2)c1cccc(C)c1	0.1	0	0.68	6	-3.7	7	5	0	0	9	1688
CCN(CC)S(=O)(=O)c1cccc(C(=O)N[C@H](C(=O)NCc2ccc(Cl)cc2)C(C)C)c1	4.4	-4	-2.4	.	0.2	-4	-5	1	-3	10	1489
CCOc1ccc(C(CC(=O)O)NC(=O)c2ccco2)cc1 (centres undefined)	2.4	-1	-0.0031	.	-0.5	6	6	5	-5	-2	1615
C/C(=N\NC(=O)C1(C)NC(C)(C)Cc2ccccc21)c1ccccc1 (centres undefined)	-0.2	-2	0.41	-3	-0.7	-1	12	-17	4	0	1424
Cc1ccc(C)[n+](CC(=O)N2CCCCC2)c1	0.8	-4	-0.036	0	1.0	-1	-3	-2	1	-6	1617
CCN(CC)CC(=O)c1ccc(-c2ccccc2)cc1	0.5	3	.	-15	1.0	4	8	6	7	18	1739
CCCCSC(=S)NC1CCS(=O)(=O)C1 (centres undefined)	0.5	-5	0.93	5	0.0	-5	-3	4	0	95*	1592
COc1ccc(OC)c(S(=O)(=O)n2nnc3ccccc32)c1	0.5	-1	0.035	-18	-0.2	6	4	6	0	-7	1550
CC(C)(CO)NCc1ccc(Br)cc1	1.9	-7	0.65	19	-0.7	5	6	-4	7	7	1655
COc1ccc(/C=C/C(=O)CCC(=O)O)cc1	0.2	-1	0.19	6	0.8	-1	-2	13	-1	-1	1536
CC(C)(C)C(=O)NNC(=O)COc1ccc2ccccc2c1Br	0.6	-1	-1.7	14	-0.6	-1	8	-14	-5	-2	1383
CCC(C)(C)n1c(=O)[nH]c2c(c1=O)CCC2	1.3	-2	0.41	-13	-1.3	0	1	9	-9	0	1497
O=C1CNC(=O)N1CC(O)Cn1c2ccccc2c2ccccc21 (centres undefined)	0.1	1	-1.9	1	0.2	2	5	2	3	-5	1612
CCCCCOC(=O)Cn1c(=O)oc2ccccc21	2.5	-6	.	7	-0.4	4	-1	20	1	-8	1596
O=C1C(=O)N(CCN2CCOCC2)C(c2ccccn2)/C1=C(/O)c1ccccc1 (centres undefined)	0.6	3	-0.072	.	-0.1	-1	5	2	-9	5	1626
CCn1c(=O)c(C(=O)NNS(=O)(=O)c2ccc(Br)cc2)c(O)c2ccccc21	3.1	-6	-0.21	-4	0.3	5	-2	-24	0	-3	1715
CC(C)N(C(=O)C[n+]1ccc(/C=N/O)cc1)C(C)C	0.5	-5	-0.01	-17	-0.5	10	15	0	1	-6	1742
CN(CC(=O)Nc1ccccc1C(F)(F)F)C(=O)COc1ncnc2sccc12	-0.4	1	.	-29	0.2	-1	3	14	-2	2	1642
CC(Sc1ccccn1)C(=O)Nc1ccc(S(N)(=O)=O)cc1 (centres undefined)	1.7	-3	1.8	.	0.1	1	-10	-5	-1	-5	1425
CC1Cc2nc(SCC(=O)N3CCOCC3)n(-c3ccccc3)c(=O)c2S1 (centres undefined)	-0.3	-10	.	-3	-2.6	5	1	0	4	-1	1540
CCCOC(=O)CC1C(=O)NCCN1C(=O)OC(C)(C)C (centres undefined)	0.9	-5	-1	-18	-0.7	3	-18	-6	-6	-2	1465
NS(=O)(=O)c1ccc(NC(=O)CSC2=NC(=O)C(c3ccccc3)C(=O)N2)cc1 (centres undefined)	1.1	-3	1.1	-2	4.6	5	-4	11	3	-8	1683
CC(=O)Oc1c(C(=O)c2nnc(C)o2)c(=O)n(C)c2ccccc12	0.3	0	-0.86	-10	-0.1	-8	-6	7	-1	3	1535
Cc1ccc(N/C(N)=N/c2nc(CSc3nnc(C)s3)cc(=O)[nH]2)c(C)c1	-0.9	-13	6.3*	5	0.9	-1	3	-111	2	4	1630
CCn1c(CCNC(=O)c2ccc(C)cc2)nnc1SCc1ccc(Cl)c(Cl)c1	-0.5	-3	.	-6	0.1	5	1	10	1	5	1581
CCOC(=O)Cn1nnnc1CN(Cc1ccc(OC)cc1)Cc1cc2cc(CC)ccc2[nH]c1=O	2.5	-4	0.88	7	5.0	4	1	-9	-7	17	1404
CCCCOc1ccc(C(=O)NNC(=S)NC(=O)CC)cc1	-0.1	-3	.	-2	-0.3	-1	-3	6	2	93*	1569
Cc1noc(C)c1COc1cccc(C(=O)OCC(=O)NC(=O)c2ccc(OC(F)F)cc2)c1	2.6	-2	1.4	0	0.0	-1	-11	6	0	-4	1483
COc1cc(OC)c(C(=O)Nc2ccccc2-c2ccccc2)cc1OC	5.0	-2	.	-7	0.0	4	-1	12	-3	83*	1607
CC(C)(C)c1ccc(C(=O)N/C(N)=N/c2nc3ccccc3o2)cc1	2.9	-4	-0.21	.	0.2	8	3	3	14	6	1566
CC(C)N(CC#CC(O)(c1ccccc1)c1ccccc1)CCO	-0.3	1	-0.068	-15	-0.2	-2	-4	-1	-3	2	1298
CSc1ccccc1NC(=O)c1cc(C(C)C)on1	-0.1	-2	-0.17	.	0.1	4	8	8	-2	-5	1427
COc1ccc(C(=O)c2ccc(Cl)cc2)c2ccccc12	3.3	1	0.013	.	0.3	2	8	32	-7	-5	1581
CCOC(=O)C(C)Sc1nc(-c2ccccn2)ncc1OC (centres undefined)	0.2	1	0.31	-15	-2.7	2	0	-19	-2	13	1510
CC(C)(C)c1ccc(OCc2ccc(C(=O)N/N=C/c3ccc(O)c(O)c3)cc2)cc1	2.3	-11	0.13	8	0.5	2	2	-4	1	100*	1377
O=C(C1=C[C@H](c2ccc(C(F)(F)F)cc2)C[C@H](OCCCCO)O1)N1CCN(Cc2ccc3c(c2)OCO3)CC1	0.6	0	.	-7	-0.9	8	15	2	0	95*	1629
c1ccc(N2CCN(c3ccc4nncn4n3)CC2)nc1	0.9	-5	.	.	-0.7	8	7	-1	9	-7	1572
CCOCC(=O)Nc1cc(OC)c(Cl)cc1OC	-0.2	0	0.69	.	0.9	1	4	8	6	5	1443
CCN(C(=O)CSc1nnc2nc(C)cc(C)n12)c1ccccc1	-0.5	-5	-0.48	-6	-1.1	5	1	-27	-1	-4	1463
C/C(=N\NC(=O)CSc1nc(C)cc(C)n1)c1cccs1	2.5	-1	0.63	-5	-0.2	-6	1	16	8	-2	1642
S=C(NCCc1ccccc1)Nc1cccc2cnccc12	0.8	-10	-1	23	0.4	-2	-2	-15	1	-7	1556
COc1ccc(/C=C/C(=O)c2ccccc2O)cc1CN1CCOCC1	1.5	-1	-0.095	.	0.1	6	0	-5	-5	24	1560
CCOC(=O)c1sc(=NC(=O)c2ccc(OC(C)C)cc2)n(C)c1C	5.6	2	0.018	-24	0.2	43*	3	-14	1	-8	1610
S=C1NC2(CCCC2)Nc2ccccc21	0.1	-2	0.49	-9	-0.2	0	4	-23	1	-3	1506
Cc1ccc(N/C(N)=N/c2nc3c(c(=O)[nH]2)CCCC3)c(C)c1	0.4	-3	.	.	2.5	1	0	-54	-4	2	1424
CCOC(=O)C1CCCN(Cc2cc(=O)oc3cc(C)c(C)cc23)C1 (centres undefined)	1.5	0	-1.3	-7	0.2	4	5	16	4	2	1517
Cc1cccc(NC(=S)NCCCN2CCOCC2)c1	0.4	0	0.16	-5	-0.1	-6	2	-11	3	0	1515

# Record cards, from the list above. Order of values: RAM network inh	Efa HMGR inh	ROMK mod	S1P3 antagonist	DTT redox prof	PPARg SRC-1 ag	PPARg SRC-2 ag	bIAP inh	PPARg SRC-3 ag	Lmaj promast	SRC2 TRFRET art
# CCOC(=O)c1sc(=NC(=O)c2ccc(OC(C)C)cc2)n(C)c1C in the list: 5.6	2	0.018	-24	0.2	43*	3	-14	1	-8	1610
# CSc1ccccc1NC(=O)c1cc(C(C)C)on1 in the list: -0.1	-2	-0.17	.	0.1	4	8	8	-2	-5	1427

# The list continues:
Molecule	RAM network inh	Efa HMGR inh	ROMK mod	S1P3 antagonist	DTT redox prof	PPARg SRC-1 ag	PPARg SRC-2 ag	bIAP inh	PPARg SRC-3 ag	Lmaj promast	SRC2 TRFRET art
S=c1[nH]nc(COc2ccccc2)n1Cc1ccccc1	2.0	-5	0.014	6	-0.1	11	4	-5	6	3	1607
O=C(CSc1n[nH]c(-c2ccc(S(=O)(=O)N3CCCCC3)cc2)n1)Nc1nccs1	0.8	-5	-0.66	-23	0.1	-1	-12	-8	5	-2	1501
Cc1ccc(/C=N/NC(=O)CSc2nc3ccccc3c(=O)n2-c2ccccc2)s1	2.6	-3	0.0067	-5	-0.1	-3	1	45	0	3	1545
CCOC(=O)C1=C(C)Nc2ccccc2N=C1NC(=O)Cc1ccc(Cl)c(Cl)c1	5.2	-2	0.38	-13	-0.2	-5	0	14	-2	-4	1312

# Compounds as they come; any-hit rate near 13%.
